Bioassay records (PubChem)
HEK293 NOD2/NF-kB – NOD2 signaling inhibitors, cell-based, luminescence, uHTS, HEK293 (AID 1566) | HEK293 NOD2/NF-kB luciferase reporter, luminescence; higher % means a stronger effect | one-dose inhibition, % at 4 µM; EC50 in µM for titrated hits | hit rate 0.63% among 290,000; further: many of its hits are not listed in these tables
P. falciparum M17LAP – P. falciparum M17LAP inhibitors, primary screen, biochemical, fluorogenic H-Leu-NHMec substrate, 1536-well (AID 1619). recombinant M17LAP, H-Leu-NHMec fluorogenic kinetic assay; higher % means a stronger effect. inhibition, % at 30 µM; hits with a dose series show IC50 in µM. hit rate 0.38% among 220,000;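 active means compound inhibiting the enzyme by more than half at any dose during confirmatory dose-response retesting; inconclusive means strong single-dose inhibitors picked by rank but not retested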;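 further: plate controls were full reaction with DMSO carrier for no effect and no enzyme background for full effect; strong numbers were not always called active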
Dynein cargo inh – blocks dynein driven cargo transport along microtubules; hit rate 0.47% among 220,000; 3617.4 mouse cells, GR-EGFP nuclear translocation imaging; test concentration mostly 20 µM; stimulated with dexamethasone, 1 µM; active compounds read low; z-score, hits read low;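 active means plate z-score of nuclear minus cytoplasmic receptor signal below a set negative limit, without overly bright fluorescence or cell loss, cut at about -3.5 in these data, passing the limit was not always enough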;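 further: z-score of nuclear minus cytoplasmic ring GR-EGFP intensity difference per well; some compounds called inactive have numbers as strong as hits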
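Also added: dexamethasone, 1.0 µM final. Medium: tet-free, stripped-serum medium. Detection: fixed, Hoechst-stained cells imaged at 10x for EGFP. Read-out: nuclear-to-cytoplasmic GR-EGFP distribution per well. Times: induction 48 h, compound 1 h, agonist 30 min.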
NOD1 NF-kB reporter – inhibition of NOD1-driven NF-kB reporter – cell-based, luminescence, uHTS, primary screen (AID 1578). one-dose inhibition, % at 4 µM; EC50 in µM for titrated hits. NOD1-driven NF-kB luciferase reporter cells, luminescence; higher % means a stronger effect. hit rate 1% among 290,000; in the data active means inhibition mostly above about 36%, no sharp cut-off; inactive means mostly below about 34%;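 further: HEK-293T reporter cells stimulated with the NOD1 agonist gamma-tri-DAP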
AID2073 – inhibitors of Mint1-CaV2.2 protein interaction, biochemical, HTRF (AID 2073) | HTRF protein-protein interaction, Mint1-CaV2.2; higher % means a stronger effect | one-dose inhibition, % at 20 µM; IC50 in µM for titrated hits | hit rate 0.19% among 290,000; in the data active means inhibition mostly above about 51%, no sharp cut-off; inconclusive means no clear call, values can overlap the other calls; inactive means mostly below about 53%; further: some results filed as inactive read as strong as hits
GPR55 beta-arrestin – GPR55 agonists via beta-arrestin recruitment, primary screen, imaging, U2OS cells, beta-arrestin-GFP redistribution (AID 1961); activation, % at 10 µM, or EC50 in µM where a hit was titrated; U2OS GPR55 beta-arrestin-GFP redistribution imaging; higher % means a stronger effect; hit rate 0.048% among 290,000;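 active means activation above 40% with more than 50 cells counted in the well; inconclusive means wells holding fewer than 50 cells, flagged as toxic or sparse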;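 further: U2OS osteosarcoma cells stably expressing GPR55 and beta-arrestin-GFP; plate controls were DMSO negative control for no effect and LPI positive control for full effect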
KOR beta-arrestin-1 – KOR agonists, beta-arrestin recruitment, primary screen, cell-based, luminescence, uHTS (AID 1777) | hit rate 0.02% among 280,000 | KOR beta-arrestin recruitment, luminescence; higher % means a stronger effect | activation, % at 10 µM; hits with a dose series show EC50 in µM; in the data active means activation above about 50%, passing the limit was not always enough; further: a part of the inactive calls stands beside numbers as strong as those of hits
M1AAP inhibition – malaria alanyl aminopeptidase activity blockers – biochemical, fluorogenic H-Leu-NHMec substrate, 1536-well (AID 1445) | recombinant M1AAP, H-Leu-NHMec fluorogenic kinetic assay; higher % means a stronger effect | inhibition, % at 30 µM, or IC50 in µM where a hit was titrated | hit rate 0.42% among 220,000;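 active means primary inhibition above the hit cutoff, then over 50% inhibition at one or more dose response concentrations, cut at about 23% in these data, passing the limit was not always enough; inconclusive means conflicting primary data, or primary hits not chosen for dose response; inactive means low primary inhibition, or under 50% at every dose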;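 further: plate controls were DMSO full reaction for no effect and no enzyme background for full effect; strong numbers were not always called active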
KOR beta-arrestin-2 – KOR antagonists, beta-arrestin recruitment, cell-based, luminescence, uHTS (AID 1778) | hit rate 0.091% among 290,000 | KOR beta-arrestin recruitment, luminescence, antagonist mode; higher % means a stronger effect | inhibition, % at 10 µM, or IC50 in µM where a hit was titrated; further: strong numbers were not always called active
Dynein cargo inh cytoplasmic EGFP – second read-out of Dynein cargo inh, no call of its own (marks repeat the call); z-score; measured here: cytoplasmic GR-EGFP intensity; active compounds read high
Dynein cargo inh nuclear GR-EGFP – also measured in Dynein cargo inh; calls as there; z-score; measured here: nuclear GR-EGFP intensity;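 lower value marks the stronger effect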
Dynein cargo inh cell count – second read-out of Dynein cargo inh, no call of its own (marks repeat the call); z-score; measured here: cell count per field
An asterisk follows results filed as active; i = inactive; ? = inconclusive; . = no result given; [ ] = another dose, or the depositor's remark. Unless noted, no stated cut-off is given here; in the data, active means inhibition above about 50%; inactive means the rest. These rows are one share of the data (hit frequency here may not be typical).

SMILES	HEK293 NOD2/NF-kB	P. falciparum M17LAP	Dynein cargo inh	Dynein cargo inh cytoplasmic EGFP	Dynein cargo inh nuclear GR-EGFP	Dynein cargo inh cell count	NOD1 NF-kB reporter	AID2073	GPR55 beta-arrestin	KOR beta-arrestin-1	M1AAP inhibition	KOR beta-arrestin-2
COCCn1c(SCC(=O)Nc2ccccc2)nc2c(oc3ccccc32)c1=O	11%	-3%	-0.055	-0.034	0.053	0.038	-12%	54%	-0.6%	6.1%	-1%	-15%
CCC(=O)N(CCc1ccccc1)Cc1cc2cccc(C)c2[nH]c1=O	10%	.	.	.	.	.	6%	23%	-0.1%	-2.4%	.	-9%
CCOC(=O)c1cc(C#N)c(SCC(=O)c2cc(C#N)c(SC)nc2C)nc1C	9%	.	.	.	.	.	-111%	9%	-0.1%	2.7%	.	-15%
Cc1cc(Cl)ccc1OCC(O)CN1C(C)CCCC1C (centres undefined)	-6%	2%	1.1	-0.28	0.68	-0.93	-38%	0%	0.4%	1.8%	-3%	15%
Cc1ccc(NC(=O)CCN2C(=O)CSC2=O)c(C)c1	7%	-7%	0.25	-0.22	0.5	-0.94	-28%	-6%	0.2%	1.5%	1%	-11%
CN(C)/C=C/C(=O)c1nnn(C2CCCCC2)c1NC1CCCCC1	-1%	12%	-0.42	-0.21	-0.44	-0.042	-2%	-3%	0.4%	-7.3%	12%	-2%
O=C1c2ccsc2SCCN1Cc1c(Cl)cccc1Cl	1%	-2%	0.19	-0.12	0.068	-0.58	26%	0%	-0.1%	-1.5%	5%	-2%
CCC(CC)c1nnc(NC(=O)CCN2C(=O)c3ccccc3C2=O)s1	12%	0%	-0.95	-0.28	-0.27	0.17	-5%	46%	-0.3%	-3.0%	11%	16%
O=C(NC1CCCC1)c1cc2ccccc2o1	-15%	.	.	.	.	.	-36%	-3%	0.4%	1.6%	.	-35%
O=C(O)CC1S/C(=N/N=C/c2ccc(-c3ccc(Cl)c([N+](=O)[O-])c3)o2)NC1=O (centres undefined)	23%	10%	0.16	-0.34	0.52	0.23	-22%	7%	0.2%	-3.9%	54µM*	-23%
O=C(COC(=O)c1cccs1)Nc1ccccc1[N+](=O)[O-]	-15%	-3%	-0.44	-0.35	0.079	0.14	-36%	-3%	-0.3%	6.2%	-1%	9%
CCOC(=O)N1CCC(NC(=O)C(C)n2c3ccccc3c3cnn(C)c(=O)c32)CC1 (centres undefined)	4%	18%	1	-0.2	1.4	-0.3	-22%	1%	-0.1%	-0.6%	-1%	-5%
CCOC(=O)N1CCN(C(=O)COc2cccc3c2CCN(Cc2ccccc2F)C3=O)CC1	-22%	0%	-0.56	-0.29	-0.75	0.037	2%	0%	-0.3%	-1.7%	1%	-18%
CC(C)Cn1c(N)c(C(=O)CSc2nc3ccccc3c(=O)n2CCCN2CCOCC2)c(=O)n(C)c1=O	-19%	-6%	1.4	-0.31	0.85	-0.44	-27%	-7%	0.1%	0.6%	5%	-2%
COc1ccc(NC(=O)C(=O)N/N=C/c2cccnc2)cc1	11%	-1%	-0.24	-0.16	0.66	-0.068	-5%	7%	0.0%	-0.7%	5%	23%
CCOC(=O)C1(CCOc2ccccc2)CCN(Cc2ccc(OC)c(O)c2)CC1	-40%	.	.	.	.	.	14%	-4%	-0.1%	3.7%	.	-50%
O=C(Cn1cnc2ccccc2c1=O)Nc1ccc(N2CCOCC2)cc1	-4%	6%	-0.63	-0.33	0.1	0.11	-11%	10%	-1.1%	2.1%	11%	-27%
COC(=O)NNC(=O)c1ccc(C)c(Br)c1	6%	20%	-0.33	-0.15	-0.47	0.57	54%	-3%	-0.4%	3.0%	5%	-51%
O=C(O)c1ccc(NC(=O)c2cc3ccccc3o2)cc1	-4%	.	.	.	.	.	-21%	6%	-0.2%	-1.6%	.	-32%[20 µM]
Oc1ccc(CN2CCC(Cc3ccccc3)CC2)c2cccnc12	-8%	19%	-3	2.7	-1.6	0.93	-19%	2%	0.0%	-1.9%	-7%	27%
CN1CCN(CCOc2ccc(-c3ccccc3)cc2)CC1	-10%	.	.	.	.	.	3%	7%	-0.2%	0.3%	.	-27%
CCOC(=O)c1c(-c2ccccc2)nc2ccc(Cl)cn12	11%	1%	-0.9	-0.23	-0.19	0.86	3%	10%	0.2%	0.3%	0%	-4%
COc1ccc(NC2=C(C)C(=O)CC2)cc1	-5%	16%	-0.11	-0.18	0.26	-0.3	-38%	18%	0.2%	-1.2%	-1%	29%
CCc1cc(=O)oc2c(C)c(O)c(CN3CCCCC3)cc12	-2%	i	-0.83	-0.33	-0.12	0.33	-1%	?	0.2%	7.2%	40µM*	5%
Cc1nnc(SCC(=O)NC2CC2)n1CCc1ccccc1	-24%	-9%	-0.075	-0.21	-0.056	0.27	-3%	5%	0.5%	3.2%	-2%	-13%
CC1Cc2cc(C3(O)C(=O)c4ccccc4C3=O)ccc2N1 (centres undefined)	-3%	12%	-0.39	-0.22	-0.035	0.71	-28%	-5%	-0.2%	.	5%	-3%
Cc1ccc(C(=O)C2CCN(C(=S)NCC3CCCO3)CC2)cc1 (centres undefined)	-3%	-4%	0.99	-0.12	0.73	-1.8	-9%	-8%	0.2%	.	0%	-42%[20 µM]
CC(C)(C)OC(=O)NCc1ccc(CNC(=O)c2[nH]cnc2C(=O)NCC(=O)OCc2ccccc2)cc1	-10%	.	.	.	.	.	14%	13%	-0.2%	-1.5%	.	-79%[20 µM]
Cc1ccccc1CSc1nc2ccccc2c(=O)[nH]1	-4%	9%	0.54	-0.2	0.33	0.044	-13%	-2%	0.7%	2.8%	14%	29%
Cc1cc(NC(=O)CSc2nnc(CNC(=O)c3ccc(F)cc3)o2)no1	-10%	.	.	.	.	.	-38%	6%	0.0%	-1.2%	.	10%
COc1ccccc1NC(=O)C(=O)NCc1ccccc1Cl	9%	2%	-1.1	-0.28	-0.85	1.4	-15%	-4%	-0.2%	-1.4%	3%	11%
COC(=O)c1ccc(N2CCOCC2)c(NC(=O)Nc2cccc(OC)c2)c1	-6%	-5%	0.7	-0.16	0.52	-0.18	-14%	1%	-0.1%	-1.6%	-1%	-4%
CCC(=O)c1ccc(N2CCCCC2)c(F)c1	-24%	11%	-0.73	-0.32	-0.43	1.2	-40%	-2%	-0.1%	.	4%	-40%[20 µM]
CCN(CC)CC(=O)Nc1ccc2c(c1)Nc1ccccc1CC2	-10%	7%	-0.9	-0.35	-0.64	1.3	-30%	-6%	-0.1%	4.9%	9%	-176%
CCCC(=O)Oc1ccc(C2NC(=O)c3ccccc3O2)cc1 (centres undefined)	10%	.	.	.	.	.	-29%	0%	0.0%	-3.5%	.	-16%[20 µM]
Cc1ccc2c(c1)N(CC(=O)NCc1cccs1)C(=O)C(C)O2 (centres undefined)	-4%	-3%	0.2	-0.13	-0.52	-1.1	4%	1%	-0.1%	5.6%	3%	-22%
COCCSc1nc(N)c2c3c(sc2n1)CN(C)CC3	14%	-11%	-1.4	-0.3	-0.73	1.4	-10%	5%	-0.1%	5.1%	6%	2%
COc1ccc(NC(=O)[C@H](C)NC(N)=O)cc1S(=O)(=O)Nc1cc(C)ccc1Br	-6%	16%	-0.064	-0.19	0.14	-0.3	-37%	-5%	-0.3%	0.8%	-1%	-18%

A different layout for some results above:
SMILES: CCC(=O)c1ccc(N2CCCCC2)c(F)c1
  HEK293 NOD2/NF-kB = -24%	P. falciparum M17LAP = 11%	Dynein cargo inh = -0.73	Dynein cargo inh cytoplasmic EGFP = -0.32	Dynein cargo inh nuclear GR-EGFP = -0.43	Dynein cargo inh cell count = 1.2	NOD1 NF-kB reporter = -40%	AID2073 = -2%	GPR55 beta-arrestin = -0.1%	KOR beta-arrestin-1 = .	M1AAP inhibition = 4%	KOR beta-arrestin-2 = -40%[20 µM]

SMILES: CCN(CC)CC(=O)Nc1ccc2c(c1)Nc1ccccc1CC2
  HEK293 NOD2/NF-kB = -10%	P. falciparum M17LAP = 7%	Dynein cargo inh = -0.9	Dynein cargo inh cytoplasmic EGFP = -0.35	Dynein cargo inh nuclear GR-EGFP = -0.64	Dynein cargo inh cell count = 1.3	NOD1 NF-kB reporter = -30%	AID2073 = -6%	GPR55 beta-arrestin = -0.1%	KOR beta-arrestin-1 = 4.9%	M1AAP inhibition = 9%	KOR beta-arrestin-2 = -176%

By substructure: the entries above with a Cl atom.
SMILES	HEK293 NOD2/NF-kB	P. falciparum M17LAP	Dynein cargo inh	Dynein cargo inh cytoplasmic EGFP	Dynein cargo inh nuclear GR-EGFP	Dynein cargo inh cell count	NOD1 NF-kB reporter	AID2073	GPR55 beta-arrestin	KOR beta-arrestin-1	M1AAP inhibition	KOR beta-arrestin-2
Cc1cc(Cl)ccc1OCC(O)CN1C(C)CCCC1C (centres undefined)	-6%	2%	1.1	-0.28	0.68	-0.93	-38%	0%	0.4%	1.8%	-3%	15%
O=C1c2ccsc2SCCN1Cc1c(Cl)cccc1Cl	1%	-2%	0.19	-0.12	0.068	-0.58	26%	0%	-0.1%	-1.5%	5%	-2%
O=C(O)CC1S/C(=N/N=C/c2ccc(-c3ccc(Cl)c([N+](=O)[O-])c3)o2)NC1=O (centres undefined)	23%	10%	0.16	-0.34	0.52	0.23	-22%	7%	0.2%	-3.9%	54µM*	-23%
CCOC(=O)c1c(-c2ccccc2)nc2ccc(Cl)cn12	11%	1%	-0.9	-0.23	-0.19	0.86	3%	10%	0.2%	0.3%	0%	-4%
COc1ccccc1NC(=O)C(=O)NCc1ccccc1Cl	9%	2%	-1.1	-0.28	-0.85	1.4	-15%	-4%	-0.2%	-1.4%	3%	11%
